# Source: PubChem BioAssay (National Center for Advancing Translational Sciences (NCATS))
# KAT2A inh = GCN5L2 (KAT2A) acetyltransferase inhibition; GCN5L2 HAT assay, ThioGlo1 CoA-SH fluorescence; Potency, µM (titrated, usually from 58.9 µM), inactives show at the top dose activity change, negative = inhibition, most hits filed as inhibitors; Q92830; 0.21% of 390,000 active
#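 GCN5L2 (20 nM) in 50mM HEPES pH 7.5, 0.1mM EDTA, 0.01% Tween-20 preincubated 15 min with compounds at room temperature. Reaction started with H3(1-25) 75uM, acetyl-CoA 70uM, ThioGlo1 50uM; CoA-thiol fluorescence (Ex340/Em540) read at 0 and 20 min.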
# FEN1 inhibitor = blocks human flap endonuclease 1 | P39748 | 0.35% of 390,000 active | Potency, µM (highest dose often 114 µM), for inactives: top-dose activity change, negative = inhibition, actives largely listed as inhibitors | AID 588795 | Recombinant FEN1 flap cleavage, fluorescence, 15 min; note: nearly all actives have a fitted effect of over 65% in size
# Target sequence (P39748 whole entry, looked up): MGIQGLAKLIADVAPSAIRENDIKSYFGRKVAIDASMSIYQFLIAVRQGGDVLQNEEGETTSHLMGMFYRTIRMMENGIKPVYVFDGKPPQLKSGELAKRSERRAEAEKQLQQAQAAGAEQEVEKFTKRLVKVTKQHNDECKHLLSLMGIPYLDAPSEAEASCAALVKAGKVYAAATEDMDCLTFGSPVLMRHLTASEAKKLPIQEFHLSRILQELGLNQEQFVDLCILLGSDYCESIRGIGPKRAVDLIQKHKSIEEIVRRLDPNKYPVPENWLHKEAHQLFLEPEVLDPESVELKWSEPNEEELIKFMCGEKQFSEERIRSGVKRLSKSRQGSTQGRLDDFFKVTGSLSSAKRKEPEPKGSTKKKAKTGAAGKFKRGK
#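 Nuclease activity of 10 nM FEN1 was measured after 15 min of room-temperature exposure to titrated compounds, by adding 50 nM flap substrate and reading plates at 0 and 15 min.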
# N370S GC = inhibits or activates N370S mutant glucocerebrosidase | P04062 | N370S GC spleen homogenate, 4MU-glucoside fluorescence | Potency, µM (highest dose often 59.4 µM), for the others: at the highest dose activity change, negative = inhibition, usual class: inhibitors | 0.092% of 330,000 active;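 note: 0% = full enzyme activity and -100% = no enzyme basal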
# * marks the source's active call; other numbers are inactive results; u = inconclusive; x = no result given; & = joins results of further samples; [ ] = remark or other dose. Calls come from the whole dose curve; as a rule, active = well fitted curve in the direction sought with a large enough effect; inconclusive = small, poorly fitted or top-dose-only effect, or another doubt; inactive = no such curve, though single readings can be large; an effect the other way counts as inactive or inconclusive. Unless noted, % is set by controls: 0 for no effect and ±100 for the full control effect; potency is the fitted concentration of half-maximal effect.
no.	KAT2A inh	FEN1 inhibitor	SMILES	N370S GC
1	-5%	11%	Cc1ccc(C2=NOC3(CC(=O)N(c4ccc(C)cc4)C3=O)C2)cc1 (stereo not drawn)	x
2	-21%	x	Cc1ccc(C2C(C#N)=C(N)Oc3c2sc2ccccc32)o1 (stereo not drawn)	0%
3	-2%	-9%	O=C(CN1C(=O)NC2(CCCC2)C1=O)OCc1ccc(Br)cc1	-10%
4	19%	-10%	CC(C)N(CCO)C(=O)CCc1nnc(Cc2cccc(C(F)(F)F)c2)o1	-9%
5	-8%	0%	Cc1cnc(NC(=O)c2ccc3ncsc3c2)s1	-2%
6	2%	-9%	Cc1nc(CNC(=O)C2CCC(=O)N(Cc3cccc(F)c3)C2)sc1C (stereo not drawn)	-4%
7	-9%	5%	CCc1ccccc1N(C)C(=O)c1cc2c(s1)-c1c(C)cccc1OC2	x
8	-2%	-12%	CC1(C)Cc2ccccc2C(=O)N1	-3%
9	-8%	-8%	O=C(Oc1ccc(Br)cc1)C1CC(=O)N(c2ccc(F)cc2)C1 (stereo not drawn)	-14%
10	-7%	10%	Cc1ccc(NCc2nnc(SCC(=O)O)n2-c2ccc(C)cc2)cc1	7%

# Structures from the list above containing a thiophene ring, fused or not, in the order listed:
no.	KAT2A inh	FEN1 inhibitor	SMILES	N370S GC
2	-21%	x	Cc1ccc(C2C(C#N)=C(N)Oc3c2sc2ccccc32)o1 (stereo not drawn)	0%
7	-9%	5%	CCc1ccccc1N(C)C(=O)c1cc2c(s1)-c1c(C)cccc1OC2	x

# (further entries)
no.	KAT2A inh	FEN1 inhibitor	SMILES	N370S GC
11	1%	9%	Cc1ccc(NC(=O)CCCc2nnc3n(C)c(=O)c4sccc4n23)cc1F	x
12	2%	-4%	FC(F)(F)c1nc2ccccc2c2nc3ccccc3n12	-15%
13	-15%	u	Cc1ccc(C2=NN(S(=O)(=O)c3ccccc3)C(c3ccccc3O)C2)cc1 (stereo not drawn)	1%
14	3%	-8%	CN(C)c1nnnn1-c1ccc(Cl)cc1	-5%
15	x	8%	COc1ccc(C2/C=C\CN(C(=O)C3CC3)C(C)C(=O)N2Cc2ccc(F)cc2)cc1 (stereo not drawn)	0%
16	-3%	0%	CC(OC(=O)CCN=C1NS(=O)(=O)c2ccccc21)C(=O)Nc1ccc(F)cc1 (stereo not drawn)	-14%
17	u	2%	CC(=O)Oc1cccc(NC(=O)c2cccc(C(=O)Nc3cccc(OC(C)=O)c3)c2)c1	-1%
18	5%	-8%	CC1=NN(C(=S)Nc2ccccc2)C(c2ccccc2)C1 (stereo not drawn)	15%
19	1%	6%	C=CCc1c(Cl)nc(C)nc1NCc1ccccc1	-1%
20	-9%	-8%	COc1ccc(Cl)cc1-n1cc(-c2ccccc2)nc1SCC(=O)Nc1ccc(C)cc1	x

# Whole records, quoted from the list. Order of values: KAT2A inh | FEN1 inhibitor | N370S GC
# COc1ccc(Cl)cc1-n1cc(-c2ccccc2)nc1SCC(=O)Nc1ccc(C)cc1 is listed as -9% | -8% | x
# COc1ccc(C2/C=C\CN(C(=O)C3CC3)C(C)C(=O)N2Cc2ccc(F)cc2)cc1 (stereo not drawn) is listed as x | 8% | 0%
# FC(F)(F)c1nc2ccccc2c2nc3ccccc3n12 is listed as 2% | -4% | -15%
# CC(=O)Oc1cccc(NC(=O)c2cccc(C(=O)Nc3cccc(OC(C)=O)c3)c2)c1 is listed as u | 2% | -1%

# Other compounds.
no.	KAT2A inh	FEN1 inhibitor	SMILES	N370S GC
21	-9%	-24%	Cc1ccc(CCNC(=O)c2oc(=O)c3ccccc3c2-c2ccc(C)cc2)cc1	x
22	-7%[0.501 µM]	17%	O=C(N/N=C/C(Cl)=C\c1ccccc1)c1cnccn1	2%
23	0%	-17%	COc1ccccc1NC(=O)Nc1nnc(C(C)c2ccccc2)s1 (stereo not drawn)	-3%
24	-5%	0%	CN1C/C(=C/c2ccncc2)C(=O)/C(=C/c2ccncc2)C1	-4%
25	-10%	7%	CCn1cnc2cc(NCc3ccc(OC)cc3)ccc21	3%
26	-10%	1%	CCOc1ccc(CCNC(=O)Cn2ncn3nc(-c4ccc(OC)cc4)cc3c2=O)cc1	1%
27	-9%&-1%	-5%&5%	Cc1ccc(NC(=O)c2ccc(=O)n(CC(=O)Nc3c(C)cc(C)cc3C)n2)cc1	-2%
28	-4%	x	COc1ccc(-c2csc(/C(C#N)=C\c3cccc([N+](=O)[O-])c3)n2)cc1	3%
29	-13%	u	Cc1ccc2nc(-c3ccc(NS(C)(=O)=O)cc3)cc(-c3ccccc3)c2c1	-2%
30	0%	16%	CCOCCCNC(=O)C1(O)c2cc(Br)ccc2NC(=O)N1c1ccc(CC)cc1 (stereo not drawn)	-14%
31	-3%	-23%	COc1ccc(Br)cc1CN(C)CC(=O)Nc1cc(Cl)ccc1Cl	-5%
32	-5%	0%	CCOC(=O)c1cc(-c2ccccc2)n(-c2cccc(C(=O)NC(C)(C)C)c2)c1C	x
33	-4%	-3%	Cc1csc(C2=C(O)CN(c3ccc4c(c3)OCCOCCOCCOCCO4)C2=N)n1	0%
34	-1%	-8%	COc1ccc(C)cc1NC(=O)CN1C(=O)C(=O)N(C2CCCC2)C1=O	x
35	2%	-9%	Cc1cc(Cl)ccc1NC(=S)NCc1ccc(F)cc1	-3%
36	1%	-3%	c1ccc(-c2cn(C[C@H]3CC[C@H](Cn4cc(-c5ccccn5)nn4)O3)nn2)nc1	-6%
37	-5%	1%	O=C(Nc1ccc(-c2cnco2)cc1)c1ccc(Cl)cc1	-5%
38	-9%	1%	COc1ccc(CNC(=O)Cc2ccc(NC(=O)N3CCSc4ncccc43)cc2)cc1OC	x
39	-15%	-16%	Cc1ccc(/C=N/Nc2nc3ccccc3[nH]2)s1	-21%
40	-19%	-2%	CCOc1ccc(CN(C)C(=O)CNC(=O)c2cc(OC)c(OC)c(OC)c2)cc1	-12%
41	-14%&-16%	u	COc1ccccc1N1CCN(C(=O)c2cc3c(s2)-c2ccccc2OC3)CC1	-9%
42	-4%	6%	N#C/C(=N/Nc1ccc([N+](=O)[O-])cc1)C(=N)N1CCCCC1	-30%
43	-16%	-3%	COc1ccc(OC)c(N(CC(=O)NCCSCc2ccco2)S(=O)(=O)c2ccc(OC)c(OC)c2)c1	-7%
44	-4%	-17%	COCCNC(=S)Nc1cc2oc3ccccc3c2cc1OC	-21%
45	-5%	14%	Oc1c(C(c2ccc(F)cc2)N2CCc3ccccc3C2)sc2ncnn12 (stereo not drawn)	-3%
46	-5%	-12%	CCc1nc(-c2cc3ccc(C)cc3[nH]c2=O)no1	15%
47	-2%	0%	CCOC(=O)N1CCN(c2c(NCCN(C)Cc3ccccc3)c(=O)c2=O)CC1	13%
48	7%	-4%	COc1ccc(S(=O)(=O)NNC(=O)c2cc3c4ccccc4n(C)c3s2)cc1	3%
49	-2%	-3%	Cn1ncc(Cl)c1C(=O)N/N=C/c1cccc(OC2CSC2)c1	-6%
50	-1%	23%	NC(=O)C1CCCN(C(=O)c2ccc3nc(Cc4cccc(Cl)c4)oc3c2)C1 (stereo not drawn)	-10%
51	-6%	2%	CCCCS(=O)(=O)/C=C/[C@H]1[C@H](S(=O)(=O)CCCC)[C@H]2C=C[C@@H]1C2	3%
52	0%	6%	CC(C)OCCCNC(=O)CCCn1c(SCC(=O)c2ccc(F)cc2)nc2c(sc3ccccc32)c1=O	x
53	-1%	4%	CCCSc1nnc(NC(=O)Cc2coc3cc(C)ccc23)s1	x
54	0%	-2%	COc1ccc(-c2n[nH]c(=S)n2C2CCCCC2)cc1	u
55	-1%	7%	COc1ccc(S(=O)(=O)NCCSc2nnnn2-c2ccccc2)cc1OC	x
56	1%	-23%	O=C(OCc1c(-c2ccccc2)ncc2ccccc12)c1ccco1	x
57	-13%	-1%	Cc1ccc(/C=N/c2sc3c(c2C#N)CCC3)o1	-10%
58	0%	-4%	CCOc1cccc(NC(=O)C2CC(=O)N(CC)C(=Nc3ccc(F)cc3)S2)c1 (stereo not drawn)	x
59	-1%	-17%	CCCS(=O)(=O)n1nc(-c2ccc(Br)cc2)cc1N	3%
60	-3%	u	COc1ccc(/C=N/Nc2nc(N3CCCC3)nc(N3CCCC3)n2)cc1	2%

# Rewritten with each value named: 4 of the compounds above.
58) CCOc1cccc(NC(=O)C2CC(=O)N(CC)C(=Nc3ccc(F)cc3)S2)c1 (stereo not drawn)
- KAT2A inh: 0%
- FEN1 inhibitor: -4%
- N370S GC: x

52) CC(C)OCCCNC(=O)CCCn1c(SCC(=O)c2ccc(F)cc2)nc2c(sc3ccccc32)c1=O
- KAT2A inh: 0%
- FEN1 inhibitor: 6%
- N370S GC: x

57) Cc1ccc(/C=N/c2sc3c(c2C#N)CCC3)o1
- KAT2A inh: -13%
- FEN1 inhibitor: -1%
- N370S GC: -10%

53) CCCSc1nnc(NC(=O)Cc2coc3cc(C)ccc23)s1
- KAT2A inh: -1%
- FEN1 inhibitor: 4%
- N370S GC: x

# More compounds follow.
no.	KAT2A inh	FEN1 inhibitor	SMILES	N370S GC
61	-4%	u	CCCCC1=CC2=CC(=O)C(C)(OC(=O)C3CCCC3)C(=O)C2=CO1 (stereo not drawn)	8%&-4%
62	-7%	-1%	COc1ccccc1CC(NC(C)=O)C(=O)NC1CCN(C(=O)NCc2ccccc2)CC1 (stereo not drawn)	0%
63	1%	46%	CCOc1ccc(CCNS(=O)(=O)c2c(C)n[nH]c2C)cc1OCC	3%
64	-2%	1%	CN(C)CCCNC(=O)c1ccc(CN(c2ccccc2)S(C)(=O)=O)cc1	14%
65	-3%	-3%	CC1CCCC(C)N1CCCNC(=O)C(=O)Nc1ccc2nc3n(c(=O)c2c1)CCCCC3 (stereo not drawn)	-15%
66	-9%	-2%	COc1ccc(-c2nc(N)n[nH]2)cc1	13%
67	-8%	9%	CCCCc1nnc(NC(=O)c2ccc(OCc3c(C)noc3C)cc2)s1	-19%
68	-3%	-11%	COc1ccc(NC(=O)C(=O)NNC(=O)c2cccs2)cc1	0%
69	-3%	-2%	Cc1cc(C)c(C(N)=O)c(Nc2cccc(Cl)c2C)n1	0%
70	-10%	2%	COc1ccc(C2=NOC(C(=O)Nc3ccc(C(C)=O)cc3)C2)cc1OC (stereo not drawn)	7%
71	2%	-10%	COc1ccc(S(=O)(=O)N2CCCC(C(=O)NCCC3=CCCCC3)C2)cc1 (stereo not drawn)	-12%
72	2%	-10%	COc1ccccc1OCC(=O)NNC(=O)c1cnccn1	2%
73	-1%	24%	COc1ccc(NC(=O)N2CCC(c3nc(-c4cccs4)no3)CC2)cc1	7%
74	-7%	-6%	CCOc1ccccc1N1CCN(C(=O)C(Sc2ccccc2)c2ccccc2)CC1 (stereo not drawn)	1%
75	-4%	1%	COC(=O)C1(C(F)(F)F)C2C=CC(C2)N1S(=O)(=O)c1ccc(C)cc1 (stereo not drawn)	-5%
76	-1%	15%	Cc1ccccc1OCCCC(=O)NCc1ccco1	9%
77	-10%	15%	Cn1c(/C=N/NC(=O)c2ccccc2Br)nc2ccccc21	u
78	-5%	3%	O=C(Nc1ccccc1C(F)(F)F)c1cc(-c2ccco2)on1	8%
79	-12%	-1%	CN(CC(=O)NNC(=O)CNC(=O)c1ccccc1Cl)S(=O)(=O)c1ccc(Cl)cc1	0%
80	-15%	-24%	CCN(C(=O)CCc1nc(-c2ccc(C)cc2)no1)c1cccc(Cl)c1	x
81	0%	2%	NC(=O)CCc1c[nH]c2ccccc12	-6%
82	-1%	2%	CN1CCN(S(=O)(=O)c2cc([N+](=O)[O-])ccc2N/N=C/c2ccc(Cl)cc2)CC1	-13%
83	1%	-6%	Cc1ccc(C(=O)Nc2nnc(S(=O)(=O)N3CCC(C)CC3)s2)cc1	-9%
84	2%	17%	CC(C)=CCC[C@](C)(O[C@@H]1O[C@H](CO[C@@H]2O[C@H](CO)[C@@H](O)[C@H](O)[C@H]2O)[C@@H](O)[C@H](O)[C@H]1O)C1CC[C@]2(C)C1C(=O)CC1[C@@]3(C)CC[C@H](O[C@H]4O[C@@H](CO)[C@H](O)[C@@H](O)[C@@H]4O)C(C)(C)C3CC[C@]12C (stereo partly drawn)	x
85	4%	-2%	C=CCn1c(SC(C)C(=O)c2c(N)n(C)c(=O)n(C)c2=O)nnc1-c1ccoc1C (stereo not drawn)	x
86	-24%	-16%	CC(C)C(NC(=O)c1ccc(C(C)(C)C)cc1)C(=O)Nc1cccc(S(N)(=O)=O)c1 (stereo not drawn)	-17%
87	2%	-21%	Cc1ccc(C)c(NC2=C(c3ccc(C(F)(F)F)cc3)C(=O)c3ccccc32)c1	x
88	-7%	2%	O=C(CCCn1cnc([N+](=O)[O-])n1)Nc1ccc(Cl)c(Cl)c1	5%
